HKDC1 inh: HKDC1 hexokinase inhibitors, primary screen, biochemical, fluorescence, uHTS. Q2TB90. recombinant HKDC1, G6PDH/diaphorase resazurin coupled fluorescence. inhibition, % at 20 µM. hit rate 0.16% among 340,000;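 active = inhibition above about 35% when tested at 20 µM, limit read from the data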;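 also: plate controls were DMSO wells with enzyme for no effect and DMSO wells lacking enzyme for full effect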
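test system = in-house recombinant HK5 (HKDC1) enzyme | amount = HKDC1 at 5 µg/mL | control set = DMSO-enzyme wells negative, buffer-substituted wells positive | compound = one dose of 20 µM, 1% DMSO | schedule = reaction time 90 min, room temperature, protected from light | technique = resorufin fluorescence at 613 nm | reagent = glucose with 1 mM ATP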
PfGluPho inh: PfG6PD enzyme inhibitors, primary screen, biochemical, fluorescence intensity, uHTS. glucose-6-phosphate dehydrogenase-6-phosphogluconolactonase (Plasmodium falciparum 3D7). AID 504690, 2011. hit rate 0.78% among 350,000. PfGluPho enzyme, NADPH resazurin-diaphorase fluorescence. inhibition, % at 20 µM;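 active = inhibition reaching at least a set limit at 20 µM in the primary screen, cut at about 59% in these data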;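 also: 0% = DMSO wells with substrate and 100% = DMSO wells lacking glucose-6-phosphate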
MIN6 prolif: inducers of MIN6 beta-cell proliferation, primary screen, ATP luminescence, uHTS. proliferation, % at 10 µM. MIN6 cells proliferation, ATPlite luminescence, 48 h; cells starved in 0.2% serum; 100% = growth in 10% serum. hit rate 0.29% among 330,000. AID 2380, 2010;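 active = compounds whose signal lies at least 3.5 SD above the mean of all wells on their plate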;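 also: 0% = DMSO-treated cells in low-serum medium and 100% = 10% serum control; some compounds called inactive have numbers as strong as hits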
SENP8 block-1: human SENP8 protease inhibitors, primary screen, biochemical, fluorescence, Nedd8 protein substrate, uHTS; Sentrin-specific protease 8 (Homo sapiens), Q96LD8; recombinant SENP8; inhibition, % at 20 µM; hit rate 0.64% among 360,000; AID 602440, 2012; in the data active = inhibition mostly above about 40%, no sharp cut-off; inactive = mostly below about 27%
Target sequence (Q96LD8 whole entry, looked up): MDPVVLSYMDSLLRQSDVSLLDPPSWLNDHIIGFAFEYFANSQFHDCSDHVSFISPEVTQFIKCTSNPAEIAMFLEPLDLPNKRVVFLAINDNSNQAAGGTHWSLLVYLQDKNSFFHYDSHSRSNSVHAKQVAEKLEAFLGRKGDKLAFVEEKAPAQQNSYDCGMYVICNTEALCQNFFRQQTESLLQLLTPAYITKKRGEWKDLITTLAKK
SENP8 block-2: SENP8 protease inhibitors, primary screen, biochemical, luminescence. Sentrin-specific protease 8 (Homo sapiens), Q96LD8. purified SENP8, Z-RLRGG-aminoluciferin cleavage. inhibition, % at 10 µM. hit rate 1.2% among 330,000. AID 2540, 2010; in the data active = inhibition above about 50%
SENP1 FRET inh: human SENP1 catalytic domain inhibitors, primary screen, biochemical, FRET, uHTS. AID 624204, 2012. recombinant SENP1 catalytic domain, CyPet-SUMO1-YPet FRET cleavage. Sentrin-specific protease 1 (Homo sapiens), Q9P0U3. inhibition, % at 10 µM. hit rate 0.21% among 360,000;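 active = inhibition at least 30% at 10 µM, raw YFP signal under a set limit, fluorescence ratio 0.5 to 1.5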;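 also: 0% = enzyme with DMSO and 100% = no enzyme wells; some results filed as inactive read as strong as hits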
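system = hSENP1 catalytic domain, recombinant | reagent = SFCypet-SUMO1-SFYpet substrate at 25 nM | doses = one dose per compound, 10 µM, 0.5% DMSO | incubation = enzyme reaction for 50 min at room temperature, dark | measured by = FRET, CFP and YFP emission | controls = no-enzyme low, enzyme-DMSO high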
UBC13 inh: UBC13 polyubiquitin chain formation inhibitors, primary screen, biochemical, TR-FRET, uHTS; inhibition, % at 20 µM; hit rate 0.47% among 330,000; AID 485273, 2010; in the data active = inhibition above about 45%, passing the limit was not always enough
SENP6 inh: SENP6 protease inhibitors, primary screen, biochemical, luminescence, uHTS. Sentrin-specific protease 6 (Homo sapiens), Q9GZR1. Recombinant SENP6 catalytic domain, aminoluciferin luminescence. inhibition, % at 10 µM. hit rate 1.8% among 330,000. AID 2599, 2010;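 active = inhibition above about 50% at the single tested dose, limit read from the data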;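 also: plate controls were DMSO wells with enzyme for no effect and DMSO wells lacking enzyme for full effect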
Target sequence (Q9GZR1 628-1112 limits assumed): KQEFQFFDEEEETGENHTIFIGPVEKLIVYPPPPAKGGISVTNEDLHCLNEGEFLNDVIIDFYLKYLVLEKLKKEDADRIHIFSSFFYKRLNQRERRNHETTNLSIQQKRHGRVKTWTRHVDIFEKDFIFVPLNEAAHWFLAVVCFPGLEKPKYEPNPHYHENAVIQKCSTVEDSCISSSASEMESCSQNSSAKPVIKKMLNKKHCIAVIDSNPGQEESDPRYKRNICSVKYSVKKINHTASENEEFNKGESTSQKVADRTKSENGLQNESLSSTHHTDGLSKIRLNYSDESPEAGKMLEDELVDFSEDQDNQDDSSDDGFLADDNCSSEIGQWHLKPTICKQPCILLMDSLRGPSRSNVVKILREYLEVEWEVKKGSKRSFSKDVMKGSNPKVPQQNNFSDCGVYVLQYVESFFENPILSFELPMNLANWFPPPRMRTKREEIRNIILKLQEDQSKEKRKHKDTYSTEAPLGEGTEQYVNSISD
SENP7 inh: SENP7 protease inhibitors, primary screen, biochemical, luminescence, uHTS | Sentrin-specific protease 7 (Homo sapiens), Q9BQF6 | recombinant SENP7, Z-RLRGG-aminoluciferin luminescence, 40 min | inhibition, % at 5 µM | hit rate 1.5% among 330,000 | AID 434973, 2010;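 active = inhibition above about 50% at the single test dose, limit read from the data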;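 also: plate controls were DMSO with enzyme for no effect and no enzyme buffer wells for full effect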
Target sequence (Q9BQF6 706-1050 limits assumed): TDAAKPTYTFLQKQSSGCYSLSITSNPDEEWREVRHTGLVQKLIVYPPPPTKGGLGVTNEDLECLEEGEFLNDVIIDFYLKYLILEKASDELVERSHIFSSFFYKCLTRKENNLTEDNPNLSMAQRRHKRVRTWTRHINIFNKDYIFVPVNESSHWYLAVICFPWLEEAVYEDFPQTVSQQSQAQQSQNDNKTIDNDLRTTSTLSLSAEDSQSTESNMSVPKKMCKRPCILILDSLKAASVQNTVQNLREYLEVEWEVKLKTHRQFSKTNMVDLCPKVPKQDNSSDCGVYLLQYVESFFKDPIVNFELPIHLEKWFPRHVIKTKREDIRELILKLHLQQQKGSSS
Numbers without * were called inactive; x = not tested or not shown.

SMILES	HKDC1 inh	PfGluPho inh	MIN6 prolif	SENP8 block-1	SENP8 block-2	SENP1 FRET inh	UBC13 inh	SENP6 inh	SENP7 inh
COc1cccc(-c2nc(CS(=O)CC(=O)NCc3ccccc3Cl)c(C)o2)c1 (stereo not given)	-2	-3	-3	7	2	-2	5	-10	7
CC(C)[C@H](NC(=O)c1ccccc1)C(=O)OCC(=O)/C=C1/N(C)c2ccccc2C1(C)C	-8	28	-6	-302	-11	-3	-6	-15	-7
O=C(NCCO)c1cc(-c2cc(C(=O)NCCO)c3ccccc3n2)nc2ccccc12	-1	-5	-1	-87	-2	1	1	-12	3
COCc1cc(C)nc(N/N=C/c2ccc(-c3cc(C(=O)O)ccc3Cl)o2)c1C#N	x	x	1	x	-5	x	-10	-5	-3
Clc1ccc(Cc2nn3c(Cn4nnc5ccccc54)nnc3s2)cc1	-6	18	-2	8	-1	-2	2	3	2
CC(=O)N1CCSc2ccc(S(=O)(=O)Nc3ccc(C)cc3)cc21	-4	4	3	11	0	2	2	-2	4
O=C1NC(=S)N/C1=C/c1ccc2c(c1)OCO2	3	-5	-5	-30	1	-9	-1	-22	-3
Cc1sc2ncn(/N=C/c3ccco3)c(=O)c2c1C	-4	4	-1	-2	-8	2	14	3	12
Cc1ccc(NC(=O)C2C3/C=C\CCCCC32)cc1 (stereo not given)	2	-11	0	16	0	0	6	-13	-4
CCOc1ccc(N2CC(C(=O)NC3CCCCCC3)CC2=O)cc1 (stereo not given)	-7	-9	-1	15	6	1	-2	-7	0
CCn1cc(C(=O)O)c(=O)c2cc(S(=O)(=O)N3CCCCCC3)ccc21	-5	-15	-1	20	-9	2	-2	-1	-12
Cc1ccccc1OCCCCCn1ccnc1	-7	-9	-6	10	-6	2	6	-9	-4
CCCCc1nc2cc(C(=O)N(C)CCc3cn[nH]c3)ccc2o1	-4	-2	3	10	10	2	2	-10	-4
CC1CCC2(CC1)SCC(=O)N2c1ccc(F)cc1 (stereo not given)	-3	2	-2	6	3	0	5	-3	6
CCN(CC(=O)NCc1cccs1)C(=O)c1cccc(S(=O)(=O)N(CC)c2ccccc2)c1	-1	-4	x	12	x	1	x	x	x
COc1ccc(NC(=O)N2CCCC2C(=O)NCc2ccc(F)cc2)cc1 (stereo not given)	0	7	-3	18	-6	1	5	-9	8
COc1cc2[nH]c(=S)n(Cc3ccc(C)o3)c(=O)c2cc1OC	4	25	-1	20	-11	-1	2	-9	-1
COc1cccc(NS(=O)(=O)c2ccc3c(c2)N(C(C)=O)CCO3)c1	-2	0	5	-6	3	-1	1	-8	5
CCCCCc1ccc(-c2ccc(/C=C/C(=O)O)cc2)nc1	13	-25	0	-33	45	-1	-21	76*	7
Cc1c(Cl)cccc1NC(=S)Nn1cnnc1	3	37	-1	-5	-9	1	0	-9	1
NS(=O)(=O)c1cccc(NC(=O)COC(=O)c2ccccc2C(=O)c2ccccc2)c1	0	5	1	11	3	0	14	-4	-4
CC1=C(C(=O)OCCC#N)C(c2cc3c(cc2Br)OCO3)NC(=O)N1 (stereo not given)	2	-3	2	18	-1	2	-5	8	5
O=c1oc2ccccc2c(Nc2ccc3ccccc3c2)c1[N+](=O)[O-]	15	-7	-1	5	3	-1	-3	6	0
Cc1ccc(-n2ncc3c2CCCC3NC(=O)CCC2=NNC(=O)CC2)cc1C (stereo not given)	-1	1	-4	-1	-7	2	8	-12	-2
Cc1cc(C)n2c(SCC(=O)Nc3ccc(F)cc3F)nnc2n1	-7	0	-3	-60	2	0	21	0	0
CCOc1ccc(/C=N/NC(=O)C(O)c2ccccc2)c(O)c1 (stereo not given)	-3	-48	-3	1	4	-5	-1	-19	1
Fc1ccc(CSc2nnc(-c3ccccn3)o2)cc1	-3	45	-4	15	-14	1	6	10	-3
S=C(Nc1ccc(Cl)c(Cl)c1)N1CCN(c2ccccn2)CC1	0	-2	-4	8	1	3	-5	10	12
O=c1[nH]c(SCc2c(Cl)cccc2Cl)nc2ccccc12	3	-7	-3	-1	-2	0	2	-4	9
CCn1nnnc1SCC(=O)NC1Cc2ccccc2C1	-2	8	3	20	3	1	5	1	4
Cc1cccc(C(=O)NC2CC(C)(C)NC(C)(C)C2)c1	0	-12	-5	15	7	-3	8	2	5
C/C(=N\NC(=S)Nc1cccc(C)c1)c1cc2ccccc2o1	-5	10	-5	-33	28	-22	-12	32	6
O=S(=O)(c1cccc(C(F)(F)F)c1)N1CCN(c2cnccn2)CC1	1	-10	5	-433	-2	-2	16	-1	-6
Cc1nn(-c2ccccc2)c(C)c1/C=N/NC(=O)c1cc(-c2cccs2)[nH]n1	-5	5	-4	8	12	1	4	0	1
Cc1cc(NC(=O)c2ccc(S(=O)(=O)N3CCOCC3)cc2)nc2c1c(=O)oc1ccccc12	x	x	-1	x	-4	x	20	-4	9
COc1cc2c(cc1NC(=O)C(C)Sc1ccc(C)cc1)oc1ccccc12 (stereo not given)	-4	5	-4	1	3	2	-4	-63	0

Record cards (already shown). Values in the order: HKDC1 inh	PfGluPho inh	MIN6 prolif	SENP8 block-1	SENP8 block-2	SENP1 FRET inh	UBC13 inh	SENP6 inh	SENP7 inh
`Cc1nn(-c2ccccc2)c(C)c1/C=N/NC(=O)c1cc(-c2cccs2)[nH]n1` is entered as -5	5	-4	8	12	1	4	0	1
`C/C(=N\NC(=S)Nc1cccc(C)c1)c1cc2ccccc2o1` is entered as -5	10	-5	-33	28	-22	-12	32	6

Other entries follow:
SMILES	HKDC1 inh	PfGluPho inh	MIN6 prolif	SENP8 block-1	SENP8 block-2	SENP1 FRET inh	UBC13 inh	SENP6 inh	SENP7 inh
O=C(Cn1ncc2ccccc21)N1CCc2ccccc21	-7	13	1	6	-7	-8	-7	-4	-7
CCOC(=O)N1CCC(NC(=O)c2oc3c(c2C)-c2[nH]ncc2CC3)CC1	6	3	3	-27	-3	-4	-9	-1	-9
O=C(Nc1ccc(C(=O)O)cc1)/C(=C\c1ccc(F)cc1)NC(=O)c1ccco1	1	-6	0	24	-3	2	-2	7	2
CC(=O)c1ccc(S(=O)(=O)N2CCC3(CC2)OCCO3)cc1	-2	8	-5	10	-12	0	-5	-25	-9
O=C(CN1C(=O)c2ccc([N+](=O)[O-])cc2C1=O)NCCC1=CCCCC1	8	5	4	7	-1	2	-15	6	-7
O=C(NC(=S)NC12CC3CC(CC(C3)C1)C2)c1ccc(F)cc1	1	4	-6	14	-8	2	7	9	6
CCC(=O)c1ccc(OCC(=O)N(CC)CC2COc3ccccc3O2)cc1 (stereo not given)	1	-19	-2	6	9	0	3	2	3
O=C(CCn1c(=S)[nH]c2ccccc2c1=O)NCCSCc1ccccc1	-4	4	3	5	-3	-1	5	-9	-7
CN(C)c1ccc(NC(=O)CCCCCn2nnc3ccccc3c2=O)cc1	5	8	-4	3	6	0	-2	-23	3
CC(Sc1cccc[n+]1[O-])C(=O)Nc1cc(Cl)c(Cl)cc1Cl (stereo not given)	-2	-8	-1	4	0	0	2	-11	-4
CC(CSc1nnnn1-c1ccccc1)Cn1c(N2CCN(C)CC2)nc2c1c(=O)[nH]c(=O)n2C (stereo not given)	-3	-5	-4	12	-3	1	24	-3	1
CCn1c(SCc2nc3ccccc3c(=O)[nH]2)nnc1C(C)NC(=O)c1ccccc1 (stereo not given)	-5	-1	-1	17	-6	1	1	-5	-13
Cn1c(N)c(C(=O)COC(=O)/C=C/c2ccc(Cl)cc2)c(=O)n(C)c1=O	6	23	-3	11	-3	-2	7	-19	6
COc1ccc(/C=C/c2nnc(NC(C)=O)s2)cc1	-2	5	-4	-442	38	-75	-7	37	40
NC(=O)C1=C[C@H](C2CCCCC2)C[C@H](OCc2ccc(CO)cc2)O1	-6	5	7	10	-4	0	9	-1	-1
CC(=O)Nc1ccc(OC(=O)c2cccnc2)cc1	-3	0	-2	21	-4	2	-11	-16	-7
O=C(c1ccc(Cn2c(=O)[nH]c3ccccc3c2=O)cc1)N1CCN(c2ccc(Cl)cc2)CC1	1	-12	-6	10	-2	0	-8	-21	-9
Cc1nn(Cc2ccc(C(=O)Nc3ccccc3C(F)(F)F)o2)c(C)c1Br	10	5	-3	10	0	0	31	-4	-11
COc1ccc(NC(=O)CCCN2C(=O)CN(C)C2=O)c(OC)c1	5	11	-8	6	2	3	6	3	10
Cc1ccc2cc3cc(C(=O)N4CCN(C(=O)c5ccco5)CC4)sc3nc2c1	9	23	1	-71	-7	1	-6	-9	4
CC(=O)Nc1ccc(N2CCN(Cc3ccccc3F)CC2)cc1	-1	-9	-2	17	-6	1	0	1	10
O=C(O)C(=Cc1cc2c(cc1[N+](=O)[O-])OCO2)c1cc2c(cc1Br)OCO2	3	26	x	18	x	1	x	x	x
N#Cc1ccc(C(=O)OCc2cccc(S(=O)(=O)N3CCOCC3)c2)cc1	3	11	-1	-3	-4	1	5	-3	-13
COc1ccc2c(c1OC)C(=O)N(c1ccc(O)cc1)C2	-1	-4	-3	-40	-9	0	-3	-19	-11
CCCCCOc1ccc(C(=O)NCCC(=O)NCCCC(=O)OCC)cc1	4	7	-1	21	7	2	5	-15	-2
CC(C)(C)OC(=O)N[C@@H](COCc1ccccc1)C(=O)N[C@@H](CO)[C@H](O)[C@@H]1C[C@@H]1C(=O)NC1CCCCC1	1	-6	-6	18	-6	5	-7	-7	-3
COCCn1c(SCC(=O)Nc2ccc(Cl)c(S(=O)(=O)N(C)C)c2)nc2ccccc21	2	8	1	31	-1	1	45	-29	-4
Cc1cc(C)nc(SCC(=O)N/N=C/c2cccc([N+](=O)[O-])c2)n1	10	93*	0	26	2	-2	0	4	7
CCOC(=O)CCn1nc(-c2ccc(Cl)cc2)cc1N	-4	8	0	6	-6	1	3	-8	6
Oc1ccc2[nH]ccc2c1	2	2	-4	3	4	3	2	-14	4
Cc1ccc2[nH]c(C(=O)Nc3ccc(F)cc3)cc2c1	-1	-1	-2	-1	-9	-1	11	-20	0
CC(CN(C(N)=O)c1ccccc1O)C(=O)O (stereo not given)	-3	5	-2	25	-2	1	-8	-1	1
Cc1ccc(C(=O)C2=C(O)C(=O)N(Cc3cccnc3)C2c2ccc(Br)cc2)o1 (stereo not given)	1	-25	-1	-41	3	0	-20	-7	5
C#CCNC(=O)[C@H](Cc1ccc(C(=O)c2ccccc2)cc1)NC(=O)OC(C)(C)C	6	4	-1	3	-1	1	0	-5	-5
NC(=O)Cn1cnc2c(nnn2-c2ccc(F)cc2)c1=O	-5	-9	-1	10	7	1	-4	-3	-4
CCCCc1nnc(NC(=O)C=C(C)C)s1	-5	-11	-1	8	-4	0	3	-2	0

Look-ups from the entries so far:
CCOC(=O)CCn1nc(-c2ccc(Cl)cc2)cc1N in PfGluPho inh is entered as 8
CC(C)(C)OC(=O)N[C@@H](COCc1ccccc1)C(=O)N[C@@H](CO)[C@H](O)[C@@H]1C[C@@H]1C(=O)NC1CCCCC1 in MIN6 prolif is entered as -6
NC(=O)Cn1cnc2c(nnn2-c2ccc(F)cc2)c1=O in PfGluPho inh is entered as -9

Screening results (PubChem BioAssay)
